# NSD2 block: blocks human NSD2 histone methyltransferase activity; inhibition, % at 12.5 µM; NSD2-SET H3K36me1 DELFIA fluorescence, biochemical; hit rate 0.07% among 44,000; in the data active = inhibition above about 54%, passing the limit was not always enough; inconclusive = no clear call, values can overlap the other calls;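 also: inhibitors reduce the monomethyl H3K36 fluorescence signal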
# * = called active by the depositor; ? = inconclusive.
NSD2 block | Molecule
2.3 | C[C@H](O)C#Cc1ccc2c(c1)O[C@H](CN(C)Cc1cccnc1)[C@H](C)CN([C@H](C)CO)S2(=O)=O
2.5 | CC(C)NC(=O)N(C)C[C@@H]1Oc2ccc(NS(=O)(=O)c3cn(C)cn3)cc2CC(=O)N([C@@H](C)CO)C[C@@H]1C
5.0 | C[C@H]1CN([C@@H](C)CO)S(=O)(=O)c2ccc(-c3ccc(C(=O)N(C)C)cc3)cc2O[C@H]1CN(C)Cc1ccccc1C(=O)O
5.3 | N#CCSc1nnc(-c2ncc(C(F)(F)F)cc2Cl)n1-c1ccc(Cl)cc1
-3.9 | C[C@H](CO)N1C[C@H](C)[C@H](CN(C)Cc2ccc(C(F)(F)F)cc2)OCCCC[C@H](C)Oc2ccc(NC(=O)CCC(F)(F)F)cc2C1=O
1.1 | COCC(=O)N(C)C[C@@H]1Oc2cc(-c3cccnc3)ccc2S(=O)(=O)N([C@@H](C)CO)C[C@@H]1C
0.0 | CC(=O)N(C)C[C@@H]1Oc2cc(C#CC(C)(C)O)ccc2S(=O)(=O)N([C@@H](C)CO)C[C@H]1C
-1.8 | C/C=C/c1cnc2c(c1)C(=O)N([C@H](C)CO)C[C@H](C)[C@@H](CN(C)CC1CCOCC1)O2
-0.3 | C[C@H](CO)N1C[C@H](C)[C@H](CN(C)CC2CCCCC2)Oc2ccc(NC(=O)Cn3cnnn3)cc2C1=O
-8.3 | Cc1ccc(S(=O)(=O)N(C)C[C@H]2Oc3ccc(NC(=O)Cc4ccccc4)cc3CC(=O)N([C@H](C)CO)C[C@@H]2C)cc1
2.1 | COc1ccc(NC(=O)Nc2ccc3c(c2)C(=O)N([C@@H](C)CO)C[C@@H](C)[C@H](CN(C)Cc2ccc(C(=O)O)cc2)OCCCC[C@@H](C)O3)cc1
0.9 | Cc1cc(C(=O)Nc2cccc3c2O[C@H](CN(C)S(=O)(=O)c2cccs2)[C@@H](C)CN([C@@H](C)CO)C3=O)n(C)n1
-3.7 | C[C@@H]1CN([C@H](C)CO)C(=O)CCCn2nncc2CO[C@H]1CN(C)S(=O)(=O)c1ccc(Oc2ccccc2)nc1
-2.6 | C[C@@H]1CN([C@@H](C)CO)C(=O)Cc2cc(NC(=O)Nc3ccc(F)cc3)ccc2O[C@@H]1CN(C)S(=O)(=O)c1cccs1
-4.6 | C[C@@H]1CN([C@@H](C)CO)C(=O)c2cc(NC(=O)c3ccncc3)ccc2O[C@H]1CN(C)Cc1ccc(Cl)c(Cl)c1
8.4 | CN1CCN(C(=O)C[C@@H]2C[C@@H]3c4cc(NC(=O)CC5CC5)ccc4O[C@@H]3[C@@H](CO)O2)CC1
5.8 | COc1cccc(-c2ccc3c(c2)O[C@@H](CN(C)C(=O)C2CCC2)[C@H](C)CN([C@@H](C)CO)S3(=O)=O)c1
1.0 | C[C@H](CO)N1C[C@H](C)[C@H](CN(C)S(=O)(=O)c2ccc(C#N)cc2)Oc2ncc(-c3cccc(C(F)(F)F)c3)cc2C1=O
-2.1 | CCO[C@@H]1OC(C(=O)NC2CC2)=C[C@H](c2ccc(C(F)(F)F)cc2)[C@H]1CCCO
0.6 | CNC[C@H]1Oc2cc(C#CC3(O)CCCC3)ccc2S(=O)(=O)N([C@H](C)CO)C[C@H]1C
2.8 | C[C@@H]1CCCCO[C@@H](CN(C)C)[C@@H](C)CN([C@H](C)CO)C(=O)c2cc(NC(=O)C3CCCCC3)ccc2O1
3.7 | C[C@H](CO)N1C[C@H](C)[C@@H](CN(C)C(=O)CCC(F)(F)F)OCCCC[C@H](C)Oc2ccc(NS(=O)(=O)c3ccc(F)cc3)cc2C1=O
2.1 | CO[C@@H](CN(C)C(=O)C1CCOCC1)[C@H](C)CN([C@@H](C)CO)S(=O)(=O)c1ccccc1
0.1 | C[C@H](CO)N1C[C@H](C)[C@@H](CN(C)C(=O)c2ccccc2)Oc2cc(/C=C/c3ccccc3)ccc2S1(=O)=O
0.6 | C/C=C/C1=C(Cl)C(=O)[C@@H](O)[C@@]1(O)C(=O)OC
? | CC(=O)N(C)C[C@H]1Oc2cc(C#CC(C)C)ccc2S(=O)(=O)N([C@@H](C)CO)C[C@@H]1C
-7.2 | C[C@H](CO)N1C[C@H](C)[C@H](CN(C)C(=O)Nc2ccccc2)OCCCC[C@H](C)Oc2ccc(NC(=O)Nc3ccc(F)cc3)cc2C1=O
5.3 | C[C@H](CO)N1C[C@H](C)[C@@H](CN(C)Cc2ccc(-c3ccccc3)cc2)Oc2ccc(NS(=O)(=O)c3ccccc3)cc2C1=O
-0.2 | Cc1ccc(S(=O)(=O)N(C)C[C@@H]2Oc3c(NC(=O)Nc4ccc(C(F)(F)F)cc4)cccc3C(=O)N([C@H](C)CO)C[C@@H]2C)cc1
-2.1 | COCC#Cc1ccc2c(c1)O[C@@H](CN(C)S(=O)(=O)c1cccc(F)c1)[C@H](C)CN([C@H](C)CO)S2(=O)=O
1.2 | C[C@@H](O)C#Cc1ccc2c(c1)O[C@H](CN(C)Cc1ccccc1)[C@@H](C)CN([C@@H](C)CO)S2(=O)=O
-1.7 | C[C@@H]1CN([C@H](C)CO)C(=O)c2cc(-c3ccccc3F)cnc2O[C@H]1CN(C)Cc1cccc(F)c1
9.9 | O=C(C[C@H]1CC[C@@H](NS(=O)(=O)c2ccccc2F)[C@H](CO)O1)NCCCN1CCOCC1
3.8 | CNC[C@H]1Oc2c(NC(=O)NC3CCCCC3)cccc2C(=O)N([C@@H](C)CO)C[C@H]1C
-0.5 | C=CCC/C=N/NC(=O)CCCCCC(=O)O
1.3 | CCn1cc(C(C)NC(=O)Nc2ccccc2C(=O)OC)c(C)n1 (stereo unspecified)
0.9 | C[C@@H]1CN([C@H](C)CO)S(=O)(=O)c2ccc(C3=CCCCC3)cc2O[C@@H]1CN(C)S(=O)(=O)c1cn(C)cn1
4.1 | C[C@@H]1CN([C@@H](C)CO)C(=O)c2cc(NC(=O)c3ccncc3)ccc2O[C@@H]1CN(C)Cc1ccncc1
-2.6 | CC(C)NC(=O)N(C)C[C@H]1Oc2ncc(-c3cncnc3)cc2C(=O)N([C@@H](C)CO)C[C@@H]1C
0.6 | CCC(=O)N(C)C[C@@H]1Oc2ncc(C#CC3(O)CCCC3)cc2C(=O)N([C@@H](C)CO)C[C@H]1C
0.6 | C[C@@H]1CN([C@H](C)CO)C(=O)c2cccc(NC(=O)CCCCCC(=O)Nc3ccccc3N)c2O[C@@H]1CN(C)CC1CC1
2.7 | Cc1noc(C)c1NC(=O)Nc1ccc2c(c1)C(=O)N([C@@H](C)CO)C[C@@H](C)[C@@H](CN(C)C(=O)NC(C)C)O2
6.3 | Cc1ccc(S(=O)(=O)N(C)C[C@H]2Oc3c(NC(=O)NC(C)C)cccc3C(=O)N([C@H](C)CO)C[C@H]2C)cc1
-6.6 | C[C@H](CO)N1C[C@H](C)[C@H](CN(C)S(=O)(=O)c2ccccc2)Oc2ccc(NS(=O)(=O)c3ccc(F)cc3)cc2CC1=O
-2.7 | Cc1onc(-c2ccccc2)c1-c1ccc(S(N)(=O)=O)cc1
2.5 | C[C@H](CO)N1C[C@H](C)[C@@H](CN(C)Cc2ccncc2)OCc2cn(nn2)CCCC1=O
1.9 | C[C@@H]1CN([C@H](C)CO)C(=O)Cc2cc(NS(=O)(=O)c3ccccc3)ccc2O[C@H]1CN(C)C(=O)Nc1ccc(F)cc1
-0.1 | Cc1ccc(S(=O)(=O)N(C)C[C@H]2Oc3c(NC(=O)NC(C)C)cccc3C(=O)N([C@@H](C)CO)C[C@H]2C)cc1
6.7 | C[C@@H]1CN([C@@H](C)CO)C(=O)c2cccc(NC(=O)c3ccncc3)c2O[C@@H]1CN(C)C(=O)Nc1ccc2c(c1)OCO2
-2.3 | C[C@@H]1CN([C@H](C)CO)C(=O)c2cc(NS(C)(=O)=O)ccc2O[C@@H](C)CCCCO[C@@H]1CN(C)S(=O)(=O)c1cccs1

# Rewritten with tabs: 2 of the compounds above.
Structure	NSD2 block
CCn1cc(C(C)NC(=O)Nc2ccccc2C(=O)OC)c(C)n1 (stereo unspecified)	1.3
CC(C)NC(=O)N(C)C[C@H]1Oc2ncc(-c3cncnc3)cc2C(=O)N([C@@H](C)CO)C[C@@H]1C	-2.6

# Other results:
NSD2 block | Molecule
1.6 | C[C@@H]1CN([C@@H](C)CO)C(=O)Cc2cc(NC(=O)Nc3ccccc3)ccc2O[C@@H]1CN(C)C(=O)NC1CCCCC1
? | Cc1noc(C)c1NC(=O)Nc1ccc2c(c1)C(=O)N([C@@H](C)CO)C[C@H](C)[C@H](CN(C)C(=O)NC(C)C)OCCCC[C@H](C)O2
8.4 | C[C@@H]1CN([C@H](C)CO)S(=O)(=O)c2ccc(C#CCC3CCCC3)cc2O[C@H]1CN(C)C(=O)c1ccccn1
1.0 | C[C@H]1CN([C@@H](C)CO)C(=O)c2cccc(NC(=O)CCCCCC(=O)Nc3ccccc3N)c2O[C@H]1CN(C)C
-0.6 | CCO[C@H]1OC(C(=O)NCc2ccccc2)=C[C@@H](C2CCCCC2)[C@@H]1CCCO
2.6 | C[C@H]1CN([C@@H](C)CO)C(=O)c2cc(NC(=O)Nc3ccc(C(F)(F)F)cc3)ccc2O[C@H]1CN(C)C(=O)Nc1ccccc1
1.9 | Cc1noc(C)c1NC(=O)Nc1ccc2c(c1)CC(=O)N([C@@H](C)CO)C[C@H](C)[C@@H](CN(C)Cc1ccc(C(=O)O)cc1)O2
6.3 | C[C@H](CO)N1C[C@H](C)[C@H](CN(C)Cc2ccc3c(c2)OCO3)Oc2c(NS(=O)(=O)c3cn(C)cn3)cccc2C1=O
-1.4 | Cc1noc(C)c1S(=O)(=O)Nc1ccc2c(c1)C(=O)N([C@H](C)CO)C[C@H](C)[C@H](CN(C)C(=O)Nc1ccccc1)OCCCC[C@@H](C)O2
-4.3 | CC(C)NC(=O)N(C)C[C@H]1Oc2c(NS(=O)(=O)c3cccs3)cccc2C(=O)N([C@H](C)CO)C[C@@H]1C
-1.1 | COC(=O)CCCCCCC(=O)N/N=C/c1ccoc1
-10.1 | Cc1noc(C)c1S(=O)(=O)Nc1ccc2c(c1)CC(=O)N([C@@H](C)CO)C[C@@H](C)[C@H](CN(C)Cc1ccc(C(=O)Nc3ccccc3N)cc1)O2
2.0 | C/C=C/c1cnc2c(c1)C(=O)N([C@@H](C)CO)C[C@H](C)[C@H](CN(C)S(=O)(=O)c1ccc(OC)cc1)O2
-0.7 | C/C=C/c1ccc2c(c1)O[C@@H](CNC)[C@H](C)CN([C@@H](C)CO)S2(=O)=O
-12.1 | C[C@@H]1CN([C@H](C)CO)C(=O)c2cc(C#CC3CC3)cnc2O[C@@H]1CN(C)Cc1ccccc1C(=O)O
5.9 | CC(=O)N(C)C[C@@H]1Oc2ncc(-c3ccc(C)cc3)cc2C(=O)N([C@@H](C)CO)C[C@H]1C
9.1 | NCCCCNS(=O)(=O)c1ccc2c(Cl)cccc2c1
-4.1 | C[C@@H]1CN([C@H](C)CO)C(=O)c2cc(NS(=O)(=O)c3ccc(F)cc3)ccc2O[C@@H]1CN(C)C(=O)Nc1ccccc1
0.1 | C[C@H](CO)N1C[C@H](C)[C@@H](CN(C)C(=O)c2ccccn2)Oc2cc(C#Cc3ccc(F)cc3)ccc2S1(=O)=O
0.4 | CC(C)NC(=O)Nc1ccc2c(c1)C(=O)N([C@@H](C)CO)C[C@H](C)[C@@H](CN(C)C(=O)NC1CCCCC1)OCCCC[C@H](C)O2
1.9 | COc1ccc(NC(=O)N(C)C[C@@H]2Oc3ccc(NS(=O)(=O)c4ccc(C)cc4)cc3CC(=O)N([C@H](C)CO)C[C@@H]2C)cc1
5.7 | C[C@H](CO)N1C[C@H](C)[C@H](CN(C)S(=O)(=O)c2ccccc2)Oc2c(NC(=O)NC3CCCCC3)cccc2C1=O
6.2 | C[C@H](CO)N1C[C@H](C)[C@H](CN(C)S(=O)(=O)c2cccc(F)c2)Oc2ncc(C#Cc3ccc(F)cc3)cc2C1=O
-0.8 | C[C@H]1CCCCO[C@@H](CN(C)Cc2ccc(C(F)(F)F)cc2)[C@@H](C)CN([C@@H](C)CO)C(=O)c2cc(NC(=O)Cc3ccccc3)ccc2O1
-1.9 | C[C@H](CO)N1C[C@H](C)[C@@H](CN(C)C)Oc2ccc(NC(=O)CCC(F)(F)F)cc2C1=O

# Overlap with the part before: two compounds; new compounds follow.
NSD2 block | Molecule
-0.8 | C[C@H]1CCCCO[C@@H](CN(C)Cc2ccc(C(F)(F)F)cc2)[C@@H](C)CN([C@@H](C)CO)C(=O)c2cc(NC(=O)Cc3ccccc3)ccc2O1
-1.9 | C[C@H](CO)N1C[C@H](C)[C@@H](CN(C)C)Oc2ccc(NC(=O)CCC(F)(F)F)cc2C1=O
1.8 | CNC[C@H]1Oc2cc(-c3ccccc3F)ccc2S(=O)(=O)N([C@H](C)CO)C[C@H]1C
-2.3 | C[C@@H]1CN([C@@H](C)CO)C(=O)c2cccc(NC(=O)NC3CCCCC3)c2O[C@@H]1CN(C)Cc1ccncc1
2.5 | COc1ccc(CN(C)C[C@@H]2Oc3ccc(NS(=O)(=O)c4cccs4)cc3C(=O)N([C@@H](C)CO)C[C@@H]2C)cc1
-2.0 | CNC[C@H]1OCCCC[C@H](C)Oc2ccc(NS(=O)(=O)c3ccccc3)cc2C(=O)N([C@@H](C)CO)C[C@H]1C
-5.4 | C[C@H]1CN([C@@H](C)CO)C(=O)c2cc(NS(C)(=O)=O)ccc2O[C@@H]1CN(C)C(=O)Nc1ccc2c(c1)OCO2
9.9 | C[C@@H]1CN([C@@H](C)CO)C(=O)Cc2cc(NC(=O)C3CCCCC3)ccc2O[C@H]1CN(C)Cc1ccc(-c2ccccc2)cc1
1.1 | CC(=O)Oc1ccccc1C(=O)OCO/N=[N+](\[O-])N1CCC[C@H]1C(=O)O
3.4 | CNC[C@@H]1Oc2cc(C#CC3(O)CCCC3)ccc2S(=O)(=O)N([C@@H](C)CO)C[C@@H]1C

# Arranged by molar mass (lowest first): part of the list above.
NSD2 block | Molecule
-2.3 | C[C@@H]1CN([C@@H](C)CO)C(=O)c2cccc(NC(=O)NC3CCCCC3)c2O[C@@H]1CN(C)Cc1ccncc1
-5.4 | C[C@H]1CN([C@@H](C)CO)C(=O)c2cc(NS(C)(=O)=O)ccc2O[C@@H]1CN(C)C(=O)Nc1ccc2c(c1)OCO2
2.5 | COc1ccc(CN(C)C[C@@H]2Oc3ccc(NS(=O)(=O)c4cccs4)cc3C(=O)N([C@@H](C)CO)C[C@@H]2C)cc1

# Some of the compounds tested; count on the stated rates, not on these rows.
